# Bioassay records (PubChem)
# MrgX1 antagonist: antagonists of human MrgX1 receptor; AID 588676; 310,000 tested, 1.3% active; Q96LB2; B-score at 10 µM; MRGX1-HEK293 calcium flux, Fluo-4, BAM8-22 antagonism; active compounds read low;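 active = calcium-response B-score plate-corrected more than 3 library SD below zero, starting fluorescence within 5 deviations, no agonist response on first addition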;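 note: peak minus trough fluorescence over baseline after final BAM8-22 challenge near maximal dose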
# TRPC4 block: TRPC4 (mouse) channel inhibition. 300,000 tested, 0.39% active. AID 2247. HEK293 TRPC4beta/mu-opioid, DAMGO-evoked Fluo4 calcium flux; active compounds read low. Q9QUQ5. B-score at 10 µM;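 active = B-score over 3 SD under the library average, no early fluorescence shift, positive overall ratio signal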
#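 material = TRPC4beta/mu-opioid receptor HEK293 cell line | probe or stimulus = sequential submaximal and maximal DAMGO stimulation | compound dosing = one concentration per compound | measured by = Fluo4 Ca2+ flux fluorescence | evaluation = integrated fluorescence ratio relative to baseline, converted to per-well B score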
# Platelet DG rel: modulates dense granule release in human platelets; inhibition, %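 (compounds screened at 7.5 µM in platelet-rich plasma)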; AID 1663; human platelet-rich plasma, SFLLRN dense granule ATP release, luminescence; 300,000 tested, 0.22% active;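 active = mean replicate score, as percent of positive control, at or above 50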
# SKKanGAS inh: inhibitors of SKKanGAS S. pyogenes growth in kanamycin (SK-promoter or general growth effect); inhibition, % at 7.5 µM; 300,000 tested, 1.3% active; BacTiter-Glo, 6 h;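 active = mean replicate score, as percent of positive control median, at least 50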;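 note: strain carries kanamycin resistance gene driven by streptokinase promoter and grows in 40 µg/ml kanamycin; loss of luminescence reflects streptokinase promoter inhibition or plain growth inhibition; 0% = median of DMSO wells and 100% = positive control at its reference dose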
# RGS4 block: human RGS4 inhibition | P49798 | 310,000 tested, 0.45% active | B-score at 10 µM | HEK293 M3R/RGS4 inducible, Fluo-4 calcium flux; active compounds read high; triggered by carbachol at its EC20;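 active = B-score, a plate-corrected calcium signal, over three deviations above library mean, with baseline fluorescence within five deviations of library mean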;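 note: RGS4 expression induced by doxycycline in cells with stable M3 receptor; B-score is computed from the integrated fluorescence ratio over baseline after carbachol; higher B-score means a larger calcium signal and so more RGS4 inhibition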
# Target sequence (P49798 whole entry, looked up): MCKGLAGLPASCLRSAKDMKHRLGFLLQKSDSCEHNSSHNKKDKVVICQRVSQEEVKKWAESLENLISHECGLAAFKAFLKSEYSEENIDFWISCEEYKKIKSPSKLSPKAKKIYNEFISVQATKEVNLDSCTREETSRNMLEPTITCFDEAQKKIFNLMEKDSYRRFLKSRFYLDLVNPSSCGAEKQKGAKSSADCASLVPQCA
# MrgX1 ag: activates human MrgX1 receptor signaling | MrgX1-HEK293 cells, Fluo-4 calcium fluorescence, agonist mode; active compounds read high | B-score at 10 µM | 310,000 tested, 0.44% active;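 active = calcium response B-score plate-corrected fluorescence ratio at least 3 library SD, with starting fluorescence B-score inside 5 SD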
#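 Test system: Stable human MrgX1 HEK293 cell line | Schedule: Overnight plating before 1 h dye loading | Read-out basis: Baseline-normalised fluorescence change ratio, B-scored | Detection: Kinetic calcium dye fluorescence, Fluo-4 NW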
# TRPC6 act: mouse TRPC6 channel activation. HEK293-TRPC6 membrane potential dye fluorescence; active compounds read high. B-score at 10 µM. AID 2550. 310,000 tested, 0.13% active;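 active = B-score of the integrated fluorescence ratio above library mean plus 3 SD, and starting fluorescence ratio within library mean plus 5 SD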;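 note: higher score means more depolarization so channel activation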
# Target sequence (Q61143 whole entry, looked up): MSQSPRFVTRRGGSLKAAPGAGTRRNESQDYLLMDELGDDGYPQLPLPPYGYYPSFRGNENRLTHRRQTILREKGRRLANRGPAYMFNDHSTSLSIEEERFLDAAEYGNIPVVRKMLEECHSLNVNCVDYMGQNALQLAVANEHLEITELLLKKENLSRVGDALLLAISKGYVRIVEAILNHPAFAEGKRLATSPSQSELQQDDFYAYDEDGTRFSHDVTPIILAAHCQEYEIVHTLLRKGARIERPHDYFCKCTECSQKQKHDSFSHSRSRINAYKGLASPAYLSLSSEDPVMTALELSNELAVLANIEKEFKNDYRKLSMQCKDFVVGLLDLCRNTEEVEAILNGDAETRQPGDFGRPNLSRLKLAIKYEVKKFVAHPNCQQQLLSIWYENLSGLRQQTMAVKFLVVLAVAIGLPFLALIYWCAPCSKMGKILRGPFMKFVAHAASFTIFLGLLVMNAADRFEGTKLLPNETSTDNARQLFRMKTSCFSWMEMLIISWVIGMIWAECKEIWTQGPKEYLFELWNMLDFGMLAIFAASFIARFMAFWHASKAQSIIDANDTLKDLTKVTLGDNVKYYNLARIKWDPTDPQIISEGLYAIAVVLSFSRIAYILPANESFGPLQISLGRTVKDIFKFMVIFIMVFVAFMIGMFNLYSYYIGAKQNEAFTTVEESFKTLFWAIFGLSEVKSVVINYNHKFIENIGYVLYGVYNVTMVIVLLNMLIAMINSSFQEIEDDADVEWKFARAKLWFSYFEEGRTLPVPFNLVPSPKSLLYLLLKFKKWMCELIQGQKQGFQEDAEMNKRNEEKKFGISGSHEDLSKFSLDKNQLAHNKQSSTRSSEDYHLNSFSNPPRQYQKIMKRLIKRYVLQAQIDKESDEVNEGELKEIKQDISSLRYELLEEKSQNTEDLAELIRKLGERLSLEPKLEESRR
# TRPC6 inhibitor: blocks the mouse TRPC6 cation channel. Q61143. HEK293-TRPC6, membrane potential dye, ACh-evoked depolarization; active compounds read low. B-score at 10 µM. 310,000 tested, 1.1% active. AID 2553;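 active = B-score under library mean minus 3 SD, initial fluorescence not abnormally high, positive integrated signal ratio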;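 note: B-score derived from integrated fluorescence ratio over the kinetic read; more negative B-score means stronger inhibition of depolarization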
# HIF activator: HIF pathway transcriptional activation. U2OS HRE-luciferase reporter, luminescence; normalized: DMSO 0%, desferrioxamine 100%. activation, % at 7.5 µM (by protocol). 300,000 tested, 0.32% active;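 active = mean activation of at least 10% of the iron chelator positive control signal, with at least half of replicates also reaching 10%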
# MrgX1 allo act: human MrgX1 positive allosteric modulation, primary screen; MrgX1-HEK293, Fluo-4 calcium flux, FDSS; active compounds read high; 310,000 tested, 0.63% active; B-score at 10 µM;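 active = plate-corrected calcium response at least 3 library SD above typical, normal starting fluorescence, not activating the receptor alone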;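 note: compound read alongside a low EC10 to EC30 dose of BAM8-22 agonist; peak minus trough fluorescence over baseline measured at the second addition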
# RGS4 act: potentiators or activators of RGS4; HEK293 M3R/inducible RGS4, carbachol calcium flux Fluo4; active compounds read low; B-score at 10 µM; 310,000 tested, 0.92% active; AID 463111;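 active = B-score of the integrated calcium signal more than 4 SD below the library mean, with starting fluorescence not abnormally high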;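 note: negative B-score means reduced calcium response which marks RGS4 activation or potentiation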
#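 Assay system: Inducible-RGS4 HEK293 cells carrying M3 receptor | Schedule: Compound preincubation 20 min at room temperature before agonist | Signal: Kinetic calcium fluorescence imaging with Fluo4-AM dye, 2 µM | Read-out basis: B score from integrated fluorescence ratio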
# The depositor's hits bear a star; i = inactive; nt = not tested or not shown.
SMILES,MrgX1 antagonist,TRPC4 block,Platelet DG rel,SKKanGAS inh,RGS4 block,MrgX1 ag,TRPC6 act,TRPC6 inhibitor,HIF activator,MrgX1 allo act,RGS4 act
CCOc1cccc(-c2c(C(=O)N/N=C/c3ccncc3)nnn2-c2nonc2N)c1,i,i,-3.9,-9.1,i,i,i,i,-0.1,i,i
CCN1CNC(=S)N(C(C)c2ccccc2)C1 (stereo not drawn),i,i,17.7,1.9,i,i,i,i,1.0,i,i
Cc1nn(Cc2c(Cl)cccc2Cl)c(C)c1NC(=O)/C=C/c1cnn(C)c1C,i,i,1.7,1.5,i,i,i,i,-0.4,i,i
COc1ccc(C2CC3(CC(C)(C)NC(=S)N3)Oc3cc(O)cc(C)c32)cc1 (stereo not drawn),i,i,-14.2,-11.5,i,i,i,i,-0.2,i,i
COc1ccc(C(C(=O)NC(C)(C)C)N(C(=O)CCC(=O)Nc2cc(C)on2)c2ccccc2F)cc1 (stereo not drawn),i,i,15.5,-7.3,i,i,i,i,-0.4,i,i
Cc1cc2oc(=O)cc(CN3CCN(Cc4ccccc4)CC3)c2cc1O,i,i,-13.7,-4.3,i,i,i,i,-28.9,i,i
COc1ccc(C)cc1N(CC(=O)NC1CCCC1)C(=O)CCC(=O)Nc1nc(C)cs1,i,i,-9.5,-2.2,i,i,i,i,-0.6,i,i
O=C(NCCS(=O)(=O)N1CCN(c2ccccc2)CC1)C1CC(=O)N(c2ccccc2)C1 (stereo not drawn),i,i,-3.7,1.1,i,i,i,i,-0.2,i,i
O=c1c2c3c(sc2nc(NCCO)n1Cc1ccco1)CCCCC3,i,i,-4.5,27.1,i,i,i,i,1.2,i,i
c1ccc2c(c1)CCCN2Cc1nnnn1CC1CCCO1 (stereo not drawn),i,i,-0.8,-0.1,i,i,i,i,0.3,i,i
Cc1cc(NS(=O)(=O)c2ccc(NC(=O)CCCOc3ccccc3C)cc2)nc(C)n1,i,i,-6.7,19.3,i,i,i,i,0.7,i,i
Cc1ccc(/C=C/C(=O)Nc2ccc(S(=O)(=O)Nc3onc(C)c3C)cc2)cc1,i,i,-1.3,8.4,i,i,i,i,-0.4,i,i
COc1cccc2cc(S(=O)(=O)c3ccccc3)c(=Nc3ccc4c(c3)OCCO4)oc12,i,i,9.9,6.1,i,i,i,i,0.1,i,i
CC1(C)CC(=O)c2cc(O)ccc2O1,i,i,4.8,-5.0,i,i,i,i,-0.5,i,i
Cc1ccc(-n2c(=O)c3sccc3n(CC(=O)NCc3ccco3)c2=O)cc1,i,i,-2.8,-9.5,i,i,i,i,-0.6,i,i
CCOC(=O)C1CCCN(Cc2cccc(Oc3ccccc3)c2)C1 (stereo not drawn),i,i,-5.4,-1.0,i,i,i,i,1.0,i,i
COc1ccc(OCC(O)CNC(=O)/C=C/c2cccc([N+](=O)[O-])c2)cc1 (stereo not drawn),i,i,2.8,-15.9,i,i,i,i,-0.4,i,i
Cc1cc(NC(=O)c2ccccc2F)n(C(C)(C)C)n1,i,i,6.5,-2.3,i,i,i,i,-0.2,i,i
Cc1cccc(-c2nnc(SCC(=O)N3CCCC3)o2)c1,i,i,2.4,3.8,i,i,i,i,4.6,i,i
Cc1nn(-c2ccccc2)c2sc(C(=O)OCc3nnc(-c4ccccc4)o3)cc12,i,i,1.2,-7.6,i,i,i,i,-14.9,i,i
Cc1cc(C)c2cc(C(c3nnnn3C3CCCC3)N3CCOCC3)c(=O)[nH]c2c1 (stereo not drawn),i,i,-1.5,-2.2,i,i,i,i,-0.5,i,i
CC(=O)Nc1cc(C(=O)N2CCN(C)CC2)ccc1Sc1ccc(C)cc1,i,i,6.0,-2.6,i,i,i,i,0.2,i,i
CCOc1ccc(N(C(C)C(=O)N2CCCCCC2)S(C)(=O)=O)cc1 (stereo not drawn),i,i,12.8,15.0,i,i,i,i,-1.5,i,i
O=C(CCCSc1nc2ccccc2[nH]1)NC(c1ccccc1)c1ccccc1,i,i,0.7,1.0,i,i,i,i,0.0,i,i
Cn1c(=O)c2c(nc(N3CCN(c4ccccn4)CC3)n2Cc2ccc(Cl)cc2Cl)n(C)c1=O,i,i,-1.0,0.1,i,i,i,i,-0.4,i,i
CC(C)(C)NC(=O)c1cc(NC(=O)c2ccco2)cc(NC(=O)c2ccco2)c1,i,i,-0.9,0.9,i,i,i,i,0.0,i,i
O=C(NC1CCSc2ccccc21)c1cccc(S(=O)(=O)N2CCOCC2)c1 (stereo not drawn),i,i,2.4,0.0,i,i,i,i,-0.4,i,i
COc1ccc(OC)c(NC(=O)CSc2nc(=O)n(Cc3ccccn3)c3c2CCC3)c1,i,i,-1.7,-2.4,i,i,i,i,3.4,i,i
CNC(=O)COc1ccc(Nc2nnc(C)c3ccccc23)cc1,i,i,8.4,-1.5,i,i,i,i,0.1,i,i
CCOC(=O)/C=c1\s/c(=C\c2c(OC)ccc3ccccc23)c(=O)n1CC(=O)NCC1CCCO1 (stereo not drawn),i,i,17.0,15.9,i,i,i,i,-0.1,i,i
Cc1cccc(Nc2c([N+](=O)[O-])cc(C(=O)N3CC(=O)Nc4ccccc43)cc2[N+](=O)[O-])c1,i,i,-2.6,-2.6,i,i,i,i,-0.8,i,i
Cc1ccc(C(CCNC(C)c2cccs2)c2ccco2)cc1 (stereo not drawn),i,i,12.9,7.6,i,i,i,i,0.5,i,i
COC(=O)c1sc(-c2ccc(C(C)(C)C)cc2)cc1NC(=O)/C=C/C(=O)O,-9.91*,i,11.8,-2.4,i,i,i,i,1.2,i,-8.52*
O=C(Nn1cc(C(=O)N2CCN(c3ccccc3F)CC2)c2ccccc2c1=O)c1cnccn1,i,i,-3.4,-1.9,i,i,i,i,-0.3,i,i
Clc1ccc(-c2noc(CCCOc3ccccc3)n2)cc1,i,i,3.7,1.2,i,i,i,i,2.3,i,i
COc1ccc(-c2cc(C(=O)N3CCCCCC3)c3ccccc3n2)c(OC)c1,i,i,-2.5,2.1,i,i,i,i,-0.2,i,i
C=CCNC(=O)c1c2c(nc3ccccc13)-c1ccccc1CC2,i,i,9.0,-6.6,i,i,i,i,-0.2,i,i
Cc1ccc(C)c(S(=O)(=O)N2CCN(CC(=O)Nc3cc(C)on3)CC2)c1,i,i,-5.7,-3.5,i,i,i,i,0.1,i,i
CC(C)n1c(N2CCN(C(=O)N3CCCCC3)CC2)nc2ccccc21,i,i,-9.2,-2.5,i,i,i,i,0.1,i,i
CC(C)c1nnc(SCC(=O)NCc2ccc3c(c2)OCO3)n1C,i,i,4.1,3.3,i,i,i,i,0.0,i,i
CCOC(=O)c1nc2sc(C)c(C)c2c(=O)[nH]1,i,i,8.5,9.1,i,i,i,i,0.0,i,i
COC(=O)c1cccc(C23CC4(C2)[C@H](CN(Cc2ccc(-c5ccccc5)cc2)[C@@H]4c2ccccc2)C3c2ccc(Cl)nc2)c1 (stereo partly drawn),i,i,4.2,3.6,i,i,i,i,-0.1,i,i
COc1cccc(CNC(=O)[C@H](CC(C)C)NC(=O)N2CCn3c2nc2ccccc23)c1,i,i,-5.6,-3.9,i,i,i,i,-0.6,i,i
CC(=O)Nc1ccc(NS(=O)(=O)c2ccc(Cl)s2)cc1,i,i,7.4,-29.8,i,i,i,i,0.5,i,i
CCCOc1ccc(C2=CSC3=NCCN23)cc1,i,i,2.4,2.2,i,i,i,i,0.0,i,i
COc1ccc(NC(=S)N(CCc2c(C)[nH]c3ccccc23)Cc2cccnc2)cc1,i,i,20.8,-0.5,i,i,i,i,-0.2,i,i
COCCN1C=C2C(=O)C(C)(OC(=O)CCC(=O)OC)C(=O)C=C2C=C1C1CC1 (stereo not drawn),i,nt,1.1,4.3,i,i,i,i,-0.1,i,i
Cc1c(/C=N/O)sc2ccccc12,i,i,-17.9,12.3,i,i,i,i,0.3,i,i
Cc1ccc(NC(=O)c2cc(-c3ccccc3)nn2-c2ccccc2)c(Br)c1,i,i,6.2,-18.8,i,i,i,i,0.1,i,i
C=C(C)Cn1c(=O)c2c(nc3n2CCCN3CCc2ccccc2)n(C)c1=O,i,i,-6.8,-3.0,i,i,i,i,0.0,i,i
CCn1nc(C)c(CN2CCCC(CO)(Cc3ccccc3)C2)c1C (stereo not drawn),i,i,-0.1,-0.6,i,i,i,i,-0.4,i,i
Cc1ccc(-c2cc(C(=O)Nc3cc(C)on3)c3ccccc3n2)cc1,i,i,5.1,2.8,i,i,i,i,-0.6,i,i
Cc1ccc(S(=O)(=O)N(Cc2cccc(C(F)(F)F)c2)C(=O)N2CCN(C)CC2)cc1,i,i,-1.0,-6.5,i,i,i,i,-0.4,i,i
Cc1ccccc1NC(=O)c1ccccc1NS(=O)(=O)c1cccc2cccnc12,i,i,17.6,5.8,i,i,i,i,-0.2,i,i
Cn1c(=O)c2c(O)cc(=O)n(-c3ccccc3)c2n(C)c1=O,i,i,-3.0,7.9,i,i,i,i,0.1,i,i
CCOC(=O)Cc1csc(NC(=O)CSc2nc(N)c3c(C)c(C)sc3n2)n1,i,i,1.9,1.0,i,i,i,i,-0.5,i,i
COc1ccc(Cl)cc1NC(=O)C/C(C)=N/NC(=O)COc1ccc(C)cc1,i,i,-3.4,-1.1,i,i,i,i,0.5,i,i
CCOC(=O)c1cn[nH]c1C(F)(F)F,i,i,-9.5,5.3,i,i,i,i,-0.2,i,i
O=C1c2nc3cc(-c4ccccc4)[nH]n3c(=O)c2CN1Cc1ccccc1,i,i,-23.4,21.9,i,i,i,i,0.0,i,i
Cc1cccc(CCN(CC(=O)NC(C)(C)C)C(=O)c2csnn2)c1,i,i,4.7,-5.7,i,i,i,i,-0.2,i,i
# Later entries
SMILES,MrgX1 antagonist,TRPC4 block,Platelet DG rel,SKKanGAS inh,RGS4 block,MrgX1 ag,TRPC6 act,TRPC6 inhibitor,HIF activator,MrgX1 allo act,RGS4 act
Cc1nc(N2CCN(Cc3ccccc3)CC2)nc2c1C(=O)CCC2,i,i,-3.5,27.0,i,i,i,i,-0.5,i,i
CC(Oc1ccccc1)C(=O)Nc1ccc(S(=O)(=O)N2CCCC2)cc1 (stereo not drawn),i,i,-0.8,0.7,i,i,i,i,-0.6,i,i
O=C(c1ccccc1)c1nn(-c2cccc(Cl)c2)c2nc(-c3ccccc3)cc(=O)n12,i,i,-0.2,-2.6,i,i,i,i,-0.3,i,i
Cc1cc(NCCCn2ccnc2)n2nc(-c3ccc(F)cc3)cc2n1,i,i,5.8,11.8,i,i,i,-10*,0.6,i,i

# The order is random; overall some 6.1% were active at least once.
